FBW7 act = FBW7 E3 ligase activators, primary screen, biochemical, AlphaScreen, human. F-box/WD repeat-containing protein 7 (Homo sapiens), Q969H0. 650,000 compounds, 0.13% hits. AlphaScreen FBW7–phospho-cyclin E peptide binding, activator screen. normalized activity (activation), % at 26.1 µM. AID 1259310, 2017; in the data active = normalized activity above about 1.9%;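 also: purified mutant Fbw7 with reduced substrate affinity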
TEAD-YAP inh = TEAD-YAP interaction inhibition, primary screen, TEAD-YAP interaction inhibitor project, luminescence, HEK-TIYL cells; 640,000 compounds, 1.4% hits; TEAD-Gal4/YAP UAS-luciferase luminescence; inhibition, % at 9.12 µM; in the data active = inhibition above about 32%;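 also: 0% = median of test compound wells and 100% = reference inhibitor wells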
GPR151 activ = activators of human GPR151, primary screen, cell-based, PathHunter beta-arrestin, luminescence. PathHunter beta-arrestin GPR151 cells. activation, % at 11.2 µM. 650,000 compounds, 1% hits; in the data active = activation above about 4.9%;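 also: 0% = median of compound wells and 100% = cells with positive control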
Target sequence (Q8TDV0 whole entry, looked up): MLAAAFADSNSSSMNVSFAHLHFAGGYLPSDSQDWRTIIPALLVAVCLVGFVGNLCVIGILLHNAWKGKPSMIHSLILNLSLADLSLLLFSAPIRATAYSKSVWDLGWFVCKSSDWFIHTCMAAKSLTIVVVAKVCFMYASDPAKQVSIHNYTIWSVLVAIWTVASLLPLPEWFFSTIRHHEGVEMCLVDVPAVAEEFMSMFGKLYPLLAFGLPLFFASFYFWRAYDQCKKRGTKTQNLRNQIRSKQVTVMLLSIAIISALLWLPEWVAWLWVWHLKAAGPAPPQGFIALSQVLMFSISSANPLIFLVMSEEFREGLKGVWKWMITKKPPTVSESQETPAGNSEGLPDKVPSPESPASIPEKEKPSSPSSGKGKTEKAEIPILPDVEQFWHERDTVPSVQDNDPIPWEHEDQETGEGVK
MITF inh = MITF inhibitors, primary screen, biochemical, AlphaScreen, human | inhibition, % at 2.6 µM | AlphaScreen MITF homodimerization, bead proximity signal | AID 1259374, 2018 | 650,000 compounds, 0.91% hits | Microphthalmia-associated transcription factor (Homo sapiens), O75030; in the data active = inhibition above about 50%;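 also: 0% = vehicle wells with protein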
Target sequence (O75030 whole entry, looked up): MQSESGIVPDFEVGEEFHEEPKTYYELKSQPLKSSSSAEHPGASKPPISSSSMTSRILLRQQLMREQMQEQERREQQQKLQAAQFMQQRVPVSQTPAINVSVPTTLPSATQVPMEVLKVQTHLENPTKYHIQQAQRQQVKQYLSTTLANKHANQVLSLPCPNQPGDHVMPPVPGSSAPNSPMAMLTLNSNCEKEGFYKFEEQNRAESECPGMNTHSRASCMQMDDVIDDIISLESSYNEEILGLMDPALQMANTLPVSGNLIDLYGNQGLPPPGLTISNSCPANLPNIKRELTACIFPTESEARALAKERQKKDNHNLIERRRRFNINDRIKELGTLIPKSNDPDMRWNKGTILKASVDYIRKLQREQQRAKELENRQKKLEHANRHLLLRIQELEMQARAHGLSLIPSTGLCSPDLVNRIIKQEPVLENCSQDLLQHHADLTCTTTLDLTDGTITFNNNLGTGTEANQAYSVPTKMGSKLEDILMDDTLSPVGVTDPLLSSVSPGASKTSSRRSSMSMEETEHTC
* hit, by the source's call.

SMILES	FBW7 act	TEAD-YAP inh	GPR151 activ	MITF inh
C/C(=N\NC(=O)c1sc2ccccc2c1Cl)C(C)C	-0.2	-7.9	-0.1	3.9
CCCCN1C=C(C(=O)OC)C(c2ccc(O)cc2)C(C(=O)OC)=C1	0.1	-4.6	-0.6	-2.6
COc1ccc(NC(=O)Cc2ccc(C)cc2)cc1	0.1	-30.4	-2.5	-6.5
CC(=O)c1cccc(NC(=O)CN(Cc2ccc(C)cc2)S(=O)(=O)c2ccc(C)cc2)c1	0.0	5.1	-0.6	-6.1
Cc1ccc(CN(Cc2ccccn2)C(=S)Nc2cc(C)cc(C)c2)cc1	0.1	0.0	-0.8	2.8
Cc1ccc(NS(=O)(=O)c2ccc3c(c2)OCCO3)cc1N1CCCCC1=O	-0.2	4.9	0.1	-4.5
N#Cc1nc(COc2ccccc2Cl)oc1N1CCOCC1	-0.1	-4.2	-0.1	15.0
CCN(CC)c1ccc2cc(-c3nnc(Nc4ccc(Cl)cc4Cl)s3)c(=O)oc2c1	0.0	-4.4	-1.0	-8.9
CC(C)(O)C#Cc1ccc(C(=O)NC2CCCCC2)s1	0.1	-45.1	1.3	16.0
Cn1c(C(=O)NCCCc2ccccc2)cc2c(=O)n3ccccc3nc21	0.0	-9.2	0.5	2.9
Cc1cc(C)c(CN2CCN(Cc3c(C)cc(C)cc3O)CC2)c(O)c1	0.0	2.5	1.1	9.6
COc1cccc(CSc2nnc(C)n2C)c1	0.1	-11.4	-0.4	8.4
FC(F)(F)c1cc(-c2cnn3ccc(NCc4cccnc4)nc23)cc(C(F)(F)F)c1	0.6	1.0	-0.1	15.2
CN1CCc2[nH]c3ccc(Cl)cc3c2C1	-0.2	-2.8	0.4	1.3
Cc1cnc(-c2csc3ccccc23)nc1NC1CCN(Cc2ccccc2)CC1	0.0	0.1	0.0	-7.7
COc1ccccc1N1CCN(c2ncc(C(=O)NC3CCCC(C)C3C)c3ccccc23)CC1 (stereo not given)	-0.1	-1.5	-0.3	-6.2
COC(=O)c1cc(S(=O)(=O)NCCc2c[nH]c3ccccc23)oc1C	-0.1	-5.5	0.2	-2.2
CCN(CC)CCNC(=O)CSc1cc(=O)n(C)c2ccc(Cl)cc12	0.3	10.0	-0.7	14.7
COCCNCCOCCOc1cccc(OC)c1	0.0	3.1	-0.4	-2.0
O=C(Nc1cc(Br)cc2cccnc12)c1ccccc1Br	0.0	13.9	-0.2	7.0
CCCCc1ccc(C2=N/C(=C\c3cc(Br)cs3)C(=O)O2)cc1	0.0	4.1	-0.7	-3.5
Cc1cccn2c(CN3CCN(C)CC3)c(C(=O)N(C)CCc3ccccc3)nc12	0.0	-0.3	-1.3	-6.7
CCOC(=O)c1c(C)c(C(=O)NCc2ccccn2)c(C)n1C	-0.2	-4.0	-0.1	13.5
Cc1ccnc(SCc2cc(=O)c(OC(=O)C3(c4ccc(Cl)cc4)CCCC3)co2)n1	0.1	6.0	2.6	13.9

Of the compounds above, these have a carbonyl joined to an NH by a bond outside any ring:
SMILES	FBW7 act	TEAD-YAP inh	GPR151 activ	MITF inh
C/C(=N\NC(=O)c1sc2ccccc2c1Cl)C(C)C	-0.2	-7.9	-0.1	3.9
COc1ccc(NC(=O)Cc2ccc(C)cc2)cc1	0.1	-30.4	-2.5	-6.5
CC(=O)c1cccc(NC(=O)CN(Cc2ccc(C)cc2)S(=O)(=O)c2ccc(C)cc2)c1	0.0	5.1	-0.6	-6.1
CC(C)(O)C#Cc1ccc(C(=O)NC2CCCCC2)s1	0.1	-45.1	1.3	16.0
Cn1c(C(=O)NCCCc2ccccc2)cc2c(=O)n3ccccc3nc21	0.0	-9.2	0.5	2.9
COc1ccccc1N1CCN(c2ncc(C(=O)NC3CCCC(C)C3C)c3ccccc23)CC1 (stereo not given)	-0.1	-1.5	-0.3	-6.2
CCN(CC)CCNC(=O)CSc1cc(=O)n(C)c2ccc(Cl)cc12	0.3	10.0	-0.7	14.7
O=C(Nc1cc(Br)cc2cccnc12)c1ccccc1Br	0.0	13.9	-0.2	7.0
CCOC(=O)c1c(C)c(C(=O)NCc2ccccn2)c(C)n1C	-0.2	-4.0	-0.1	13.5

New compounds follow.
SMILES	FBW7 act	TEAD-YAP inh	GPR151 activ	MITF inh
Cc1nn2c3ccccc3n(C)c2c1C(=O)N/N=C/c1ccc([N+](=O)[O-])cc1	0.6	-4.9	-0.4	10.7
Cc1ccc(-c2csc(NC(=O)c3cccc(Oc4ccccc4)c3)n2)cc1	0.3	-10.3	0.3	19.3
Cc1cccc(NC(=O)c2sc3ccccc3c2Cl)c1C	0.1	-36.9	0.5	9.8
CCOC(=O)C(NC(=O)CC)(Nc1sc(C)c(CC)c1C#N)C(F)(F)F (stereo not given)	-0.1	-10.2	1.6	-3.7
Cn1nnnc1SCC(=O)Nc1ccc(F)c(F)c1	0.1	-12.6	-0.1	3.4
COc1cc(OC)cc(C(=O)NC(=S)Nc2cccc([N+](=O)[O-])c2)c1	0.0	1.0	0.5	1.1
CN(Cc1ccn[nH]1)Cc1c(C(=O)N2CCN(C3CCCCC3)CC2)nc2ccccn12	-0.1	-5.1	0.7	8.1
Cc1cccc(N2CCN(c3ncnc(N)c3[N+](=O)[O-])CC2C)c1 (stereo not given)	-0.1	2.0	1.1	-0.5
CCC(Sc1nnnn1C)C(=O)Nc1c(C)cccc1C (stereo not given)	0.7	-5.6	-1.2	18.9
CC1=C(C(=O)OCC(C)C)C(c2ccccc2C(F)(F)F)CC(=O)N1 (stereo not given)	0.0	5.5	-0.8	13.9
O=C(CSc1nc2c(cnn2-c2ccc(F)cc2)c(=O)[nH]1)Nc1ccccc1	0.3	2.8	-0.4	8.5
COc1ccc(C(=O)Nc2ccccc2C(=O)NC(C(=O)Nc2ccc3ccccc3c2)C(C)C)cc1 (stereo not given)	1.2	-1.8	-1.3	13.3
CC(C)(C)c1ccc(-c2nnc(SCc3ccc(C(=O)O)cc3)n2-c2ccccc2)cc1	-0.1	3.8	2.5	4.1
O=C(NN1C(=O)c2ccccc2C1=O)c1cccc(N2C(=O)c3ccc(Oc4cccc([N+](=O)[O-])c4)cc3C2=O)c1	0.3	-4.4	-0.6	-1.5
Cc1c(Cl)cccc1NC(=O)CCCn1cccc1	-0.1	-12.2	-0.4	-0.2
O=C(N/N=C/c1ccc(Sc2nnnn2-c2ccccc2)o1)c1ccccc1O	-0.3	8.7	0.5	-0.7
Cc1cc(C)c2cc3c(N)c(C(N)=O)sc3nc2c1	0.1	-0.3	0.2	8.7
COc1ccccc1NC(=O)N1CCCC(c2nc(-c3ccc(Cl)cc3)no2)C1 (stereo not given)	0.3	-44.7	-1.7	13.6
N#CC1(c2ccccc2)CCc2c(sc3nc[nH]c(=O)c23)C1 (stereo not given)	-0.1	-4.4	-0.1	14.7
CC(C)(C)c1sc(N)nc1-c1ccccc1	-0.1	0.9	0.8	0.1
Cn1nnnc1SCC(=O)Nc1cccc([N+](=O)[O-])c1	0.7	11.6	-0.4	7.1
O=C(C1CC(=O)N(c2ccc(OCc3ccccc3Cl)cc2)C1)N1CCOCC1 (stereo not given)	0.0	11.4	-1.4	-0.9
O=C1N(Cc2cc(=O)n3ccccc3n2)c2ccccc2S(=O)(=O)N1c1ccccc1	0.1	-5.5	1.3	-2.9
COc1ccccc1OS(=O)(=O)c1cn(C)c(=O)n(C)c1=O	0.0	3.0	-1.0	2.5
COc1ccc(C(=O)O/N=C(\N)c2ccccn2)cc1OC	0.1	-64.3	-1.3	-2.1
COc1ccc(/C=N\NC(=O)c2cc(C)[nH]n2)c(OC)c1	0.1	-14.5	-0.7	8.2
Cc1ccc(NC(=O)CN2C(=O)N/C(=C/c3cc(C)n(C4CCCCC4)c3C)C2=O)cc1	0.0	0.5	-0.2	4.9
CCOC(=O)C1C(=O)CC(O)(c2ccc(Br)cc2)CC1C=C(Cl)Cl (stereo not given)	1.0	-0.8	0.5	9.2
CCOc1ccc2nc(S/C=C(\c3ccccc3)[N+](=O)[O-])sc2c1	-0.1	-26.7	0.6	-1.1
COC(=O)c1c(NC(=O)c2ccc(S(=O)(=O)N(CC(C)C)CC(C)C)cc2)sc2c1CC(C)(C)NC2(C)C	0.0	-8.0	-0.3	-16.3
CC(C)C(=O)Nc1ccc(NC(=O)c2ccc(Cl)cc2)cc1	-0.1	-5.3	1.0	-2.0
Cn1ncc(Br)c1C(=O)Nc1ccc(F)cc1F	-0.1	10.9	-0.3	2.5
O=C(COC(=O)c1ccc([N+](=O)[O-])cc1C(=O)OCC(=O)c1ccc(Br)cc1)c1ccc(Br)cc1	-0.1	3.3	-1.8	4.6
Cc1c(C(=O)NCc2ccco2)oc2ccc(S(=O)(=O)N3CCC(C)CC3)cc12	-0.1	2.6	-0.1	1.4
C#CCSCc1nc2ccccc2[nH]1	-0.2	-11.7	-0.2	5.0
CC(=O)Nc1cccc(NC(=O)C(CC(C)C)N2Cc3ccccc3C2=O)c1 (stereo not given)	0.1	0.5	0.1	8.9
CCOC(=O)N1CCC(NC(=O)CCn2c(=S)oc3ccccc32)CC1	-0.1	-3.0	-0.7	0.1
O=C(CCC1(Cc2cccs2)CCC(=O)N1)NCC1(N2CCOCC2)CCCCCC1 (stereo not given)	0.4	-9.1	-1.5	-6.7
CCCN1C(=O)C2C(C(=O)Nc3ccc(Br)cc3)C3C=CC2(O3)C1C(=O)NC1CCCCC1 (stereo not given)	0.1	-7.2	-1.0	10.1
CC(C)C[C@H]1NC(=O)[C@@H]2C[C@H](NC(=O)c3cccnc3Oc3ccc(Cl)cc3)CN2C1=O	-0.1	1.3	0.6	0.4
c1ccc(OCCNc2nc(Nc3ccc(-n4ccnc4)cc3)nc3nc[nH]c23)cc1	0.1	-6.2	-0.4	0.4
CCN(CCN(C)C)Cc1ccccc1F	0.0	-8.9	0.0	43.7
Clc1nc(NCc2ccco2)nc(Nc2nc(-c3ccccc3)cs2)n1	0.3	-5.2	-2.3	16.4
COCCNC(=O)c1ccc(Cn2c(SCC(=O)NCc3ccco3)nc3ccc(Br)cc3c2=O)cc1	-0.2	-7.3	0.1	-6.6
CC(=O)OC(/C(O)=C(\C#N)c1nc2ccccc2[nH]1)c1ccccc1 (stereo not given)	-0.1	2.9	1.3	4.3
Cn1c(NC(=O)C2CCCCC2)cc(=O)n(C)c1=O	0.0	3.9	0.8	11.4
N#CCSc1nc2ccccc2c(=O)n1CCCC(=O)NCCc1ccccc1	0.0	3.5	1.5	-7.5
CCCCn1nnnc1SCC(=O)Nc1ccc(C)cc1	-0.1	8.2	-0.2	11.2
O=C(c1[nH]ncc1Br)N1CCC[C@H]1[C@H](O)c1nc2ccccc2s1	0.1	0.0	-0.3	14.4
Cc1cc(C)c2c(=O)[nH]n(C3CCCCC3)c2n1	-0.2	-1.0	-0.3	-1.9
N#C/C(=C\c1cccs1)C(=O)Nc1cccc(S(=O)(=O)N2CCCCC2)c1	0.0	-2.5	1.6	15.0
CCOC(=O)C1C(=O)NC(SCC(=O)Nc2cccc(C)c2C)=C(C#N)C1c1ccccc1Cl (stereo not given)	-0.1	3.3	0.0	0.0
CN1C(=O)C(=Cc2ccc(-c3ccc(O)c([N+](=O)[O-])c3)o2)C(=O)N(C)C1=O	-0.1	-11.4	-0.5	15.1
Cc1cc(OCC(=O)Nc2ccc(Br)cn2)cc(C)c1Cl	0.0	-3.7	-0.2	-14.2
Nc1c(C(=O)c2ccccc2)oc2ccc(Br)cc12	0.3	-83.6	-0.8	-0.1
CCNc1nc2ccc(C(=O)NC3CC3)cc2s1	0.1	-7.0	-1.6	2.4
COc1cc(-c2nnc3sc(-c4ccccn4)nn23)cc(OC)c1OC	-0.6	8.3	-0.5	9.2
COc1ccc(-c2nc3s/c(=C\c4ccncc4)c(=O)n3n2)cc1	0.1	1.5	2.1	17.1
CCC(=O)N/N=c1/sc2ccccc2n1C	0.1	-3.0	-0.8	17.3
CN1CCN(C(=O)c2ccc(-c3nc(NCc4nc5ccccc5[nH]4)c4ncn(-c5ccccc5)c4n3)cc2)CC1	0.0	12.5	0.5	9.3
Following part
SMILES	FBW7 act	TEAD-YAP inh	GPR151 activ	MITF inh
O=C(Nc1cccc(-c2nc3ccccc3o2)c1)C1CCCCC1	0.1	9.1	1.6	10.5
Cc1ccc(C(=O)Cn2c(C)csc2=Nc2ccccc2)cc1	0.0	-1.6	0.9	-0.2
Cc1cc(C)c(C#N)c(SCC(=O)Nc2cccc3cccnc23)n1	0.0	-2.5	1.4	-0.4
O=[N+]([O-])c1cc(C2N(Cc3ccccc3)CCN2Cc2ccccc2)ccc1Cl	-0.1	-10.2	2.5	-2.0
COc1ccc2c(c1)cc(C)c1nn(CC(=O)NC3CCCC3)c(=O)n12	0.1	6.1	1.0	8.7
COc1ccc(-c2nc(C(=O)Nc3ccc(NC(C)=O)cc3)cs2)cn1	0.0	3.9	-1.5	-7.9
Cn1c(=O)oc2cc(S(=O)(=O)Nc3ccccn3)ccc21	0.6	-4.3	-1.2	8.2
COc1ccc(NC(=O)NNC(=O)C(C)Oc2ccc(C(C)C)cc2)c(OC)c1 (stereo not given)	-0.1	7.7	-0.1	5.0
CCOC(=O)c1ccc(N2C(=O)C(CC(=O)Nc3ccc(F)cc3)N(CCCN3CCN(C)CC3)C2=S)cc1 (stereo not given)	-0.1	4.0	-2.1	16.9
